Assay outcomes (PubChem BioAssay)
Vif imaging = inhibitors of HIV Vif. HEK293T cells, Vif self-association by quenched fluorescence, imaging, 24 h. inhibition, % at 7.49 µM. 340,000 compounds, 0.35% hits. AID 602346; in the data active = inhibition above about 50%, passing the limit was not always enough; inconclusive = no clear call, values can overlap the other calls; inactive = below about 31%; note: some results filed as inactive read as strong as hits
SRC1 inh = inhibitors of human steroid receptor coactivator 1 (SRC1); 360,000 compounds, 0.12% hits; inhibition, % at 3.6 µM; Q15788; HEK293 GAL4-SRC1 luciferase reporter, luminescence;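 active = inhibition above the campaign mean plus 3 SD, with each screening campaign given its own cutoff, cut at about 60% in these data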;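 note: 0% = DMSO treated cells and 100% = gossypol at 36 µM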
TLR9-MyD88 inh = inhibitors of human TLR9-MyD88 binding; inhibition, % at 4.98 µM; 340,000 compounds, 0.21% hits; AID 504734; CHO BLA complementation TLR9-MyD88, CCF4 FRET ratio;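 active = inhibition above the mean over all tested compounds plus 3 SD, cut at about 21% in these data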;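 note: 0% = DMSO only wells and 100% = clavulanate BLA inhibitor control wells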
Target sequence (Q99836 whole entry, looked up): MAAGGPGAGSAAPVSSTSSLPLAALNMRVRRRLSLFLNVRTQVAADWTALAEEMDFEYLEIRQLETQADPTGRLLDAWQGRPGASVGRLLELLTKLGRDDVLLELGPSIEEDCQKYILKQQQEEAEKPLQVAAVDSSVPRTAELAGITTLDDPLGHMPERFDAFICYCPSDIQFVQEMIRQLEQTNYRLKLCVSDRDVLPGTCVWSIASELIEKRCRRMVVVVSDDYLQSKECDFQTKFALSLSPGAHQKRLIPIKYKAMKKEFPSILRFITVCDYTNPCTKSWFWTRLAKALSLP
Target sequence (Q9NR96 whole entry, looked up): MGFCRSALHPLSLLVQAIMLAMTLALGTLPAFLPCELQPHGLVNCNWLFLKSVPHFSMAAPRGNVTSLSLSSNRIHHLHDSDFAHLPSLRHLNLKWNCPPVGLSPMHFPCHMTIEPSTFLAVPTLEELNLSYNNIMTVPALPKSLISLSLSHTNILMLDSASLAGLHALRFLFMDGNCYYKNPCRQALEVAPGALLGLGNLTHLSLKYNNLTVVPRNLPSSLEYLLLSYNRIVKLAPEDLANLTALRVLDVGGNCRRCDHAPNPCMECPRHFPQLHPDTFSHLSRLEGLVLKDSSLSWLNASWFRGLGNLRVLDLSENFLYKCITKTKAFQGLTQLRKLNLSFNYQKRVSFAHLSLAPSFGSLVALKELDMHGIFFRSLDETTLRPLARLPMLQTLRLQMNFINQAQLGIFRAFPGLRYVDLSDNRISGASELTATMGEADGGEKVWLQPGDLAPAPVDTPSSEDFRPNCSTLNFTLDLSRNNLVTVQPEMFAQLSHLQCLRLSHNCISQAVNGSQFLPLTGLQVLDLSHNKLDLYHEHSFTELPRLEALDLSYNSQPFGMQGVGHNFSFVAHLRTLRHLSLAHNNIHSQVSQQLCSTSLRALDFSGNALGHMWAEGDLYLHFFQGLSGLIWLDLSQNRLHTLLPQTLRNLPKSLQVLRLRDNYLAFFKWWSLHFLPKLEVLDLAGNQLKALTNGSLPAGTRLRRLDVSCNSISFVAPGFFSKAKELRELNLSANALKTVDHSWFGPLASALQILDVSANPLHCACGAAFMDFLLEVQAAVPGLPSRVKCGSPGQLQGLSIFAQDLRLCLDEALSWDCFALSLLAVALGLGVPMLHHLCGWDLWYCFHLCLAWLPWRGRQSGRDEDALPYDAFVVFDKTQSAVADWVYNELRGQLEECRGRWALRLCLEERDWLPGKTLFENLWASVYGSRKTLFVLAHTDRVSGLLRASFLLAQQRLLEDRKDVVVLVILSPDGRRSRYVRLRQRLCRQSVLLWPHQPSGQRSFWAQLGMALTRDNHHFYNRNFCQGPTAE
NCOA2 inhibitor = human SRC2 (NCOA2) inhibition. 370,000 compounds, 0.17% hits. inhibition, % at 9 µM. AID 651957. HEK293 GAL4-SRC2 luciferase reporter, luminescence;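 active = inhibition above the mean inhibition of all tested compounds plus 3 SD, set per campaign, cut at about 52% in these data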;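 note: 0% = DMSO treated cells and 100% = cells given Gossypol at 36 µM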
NR2F2 inh = inhibitors of human COUP-TFII (NR2F2); P24468; inhibition, % at 8.6 µM; 370,000 compounds, 0.7% hits; HEK293T NGFI-A luciferase reporter, luminescence;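 active = inhibition above a per-plate cutoff, mean inhibition of test wells between control levels plus 3 SD, cut at about 38% in these data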;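 note: cells cotransfected with COUP-TFII expression vector driving the NGFI-A reporter; 0% = median of COUP-TF2 test wells and 100% = reporter-only cells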
NOD2 RIPK2 PPI = NOD2-RIPK2 protein interaction inhibition; CHO BLA complementation NOD2-RIPK2, CCF4 ratio; inhibition, % at 4.98 µM; 360,000 compounds, 0.38% hits; in the data active = inhibition above about 21%;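 note: 0% = vehicle only and 100% = reference blocker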
SRC3 inh = inhibitors of human steroid receptor coactivator 3 (SRC3) | AID 588352 | Q9Y6Q9 | 360,000 compounds, 0.17% hits | HEK293 GAL4-SRC3 luciferase reporter, luminescence | inhibition, % at 3.6 µM;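 active = inhibition above a per-campaign cutoff, the mean of all compounds plus 3 SD, cut at about 60% in these data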;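 note: 0% = DMSO-treated cells and 100% = gossypol-treated cells at 36 µM; higher means less SRC3-driven luciferase light from the GAL4 reporter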
TROY signal inh = inhibitors of TROY-dependent NF-kB signaling; Q293 LMP1-TROYcd NF-kB luciferase reporter, 4 h; inhibition, % at 10 µM; 360,000 compounds, 0.98% hits;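 active = compounds whose plate-normalised and pattern-corrected inhibition of the luciferase reporter signal at the single screening dose is 50% or more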
NR5A2 inv ag = suppresses constitutive activity of human LRH-1 | HEK293T StAR-luciferase reporter, LRH-1 transfected, 24 h | inhibition, % at 3.6 µM | 360,000 compounds, 0.13% hits;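 active = inhibition above the mean inhibition of all tested compounds plus 3 SD, cut at about 73% in these data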;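 note: 0% = DMSO wells and 100% = reporter-only cells lacking LRH-1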
EBV LMP1 NFkB = reduces LMP1-driven NF-kappaB luciferase signal | LMP1-induced NF-kappaB luciferase reporter cells, luminescence | inhibition, % at 12.5 µM | 350,000 compounds, 0.69% hits | AID 504558; in the data active = inhibition above about 41%; inconclusive = no clear call, values can overlap the other calls;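 note: 0% = neutral control wells and 100% = reference inhibitor control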
TRAIL sens C8 = caspase-8 TRAIL sensitization. AID 624354. 360,000 compounds, 1% hits. inhibition (viability loss, TRAIL sensitization), % at 10 µM. NB7+C8 cells + TRAIL, ATPlite viability luminescence;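 active = compounds causing at least 50% loss of cell viability in the single-dose screen, relative to plate controls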
* = called active by the depositor; ? = inconclusive; . = not tested or not shown. An excerpt; the hit share may differ from the screen's.

SMILES	Vif imaging	SRC1 inh	TLR9-MyD88 inh	NCOA2 inhibitor	NR2F2 inh	NOD2 RIPK2 PPI	SRC3 inh	TROY signal inh	NR5A2 inv ag	EBV LMP1 NFkB	TRAIL sens C8
OCCNCCSc1ccc(Cl)cc1	4	2	-3	-14	-3	-5	9	-14	18	8	3
O=C(Cn1c2c(c(-c3ccccc3Cl)cc1=O)CCC2)NCCCN1CCOCC1	-14	0	3	13	7	-1	13	0	8	-3	6
NC(=O)c1cnn(-c2cccc(Cl)c2)c1N	-5	-9	-7	-19	-4	1	20	9	-16	2	3
COc1ccc(-c2nnc(SCC(=O)NC(=O)NCc3ccco3)o2)cc1	2	-1	4	-33	1	-1	-6	-13	8	-6	4
COC(=O)c1ccc(C2/C(=C(/O)c3ccc(OC)cc3)C(=O)C(=O)N2CC2CCCO2)cc1 (stereo unspecified)	0	10	-2	16	-7	-10	-9	-23	5	4	15
CCCN(CCC)Cc1c(C(=O)N/N=C/c2cccs2)nnn1-c1nonc1N	-4	7	-10	9	22	9	-2	18	-27	-3	-14
O=C(CN(C(=O)c1ccccc1Cl)N1C(=O)CCCC1=O)c1ccc(Cl)cc1	-12	-16	-5	10	-3	-13	7	5	6	-3	-20
Clc1ccc(Cn2nc(-c3ccccc3)nc2-c2ccccc2)cc1	2	-38	11	-28	-7	4	-24	-55	-39	-19	4
COCCn1c(SCC(=O)Nc2sc(C)c(C)c2C#N)nnc1-c1ccc(OC)cc1	4	-17	8	10	-2	1	20	-8	1	-4	6
CSc1ccccc1NC(=O)CSc1n[nH]c(N)n1	1	-22	-4	8	0	-6	-4	5	0	3	-5
CCC(=O)Nc1ccc(Cl)c(NC(=O)c2cccnc2)c1	.	-3	-1	5	-8	2	-6	0	20	-3	11
CCn1c(CCNC(=O)c2ccccc2Cl)n[nH]c1=S	1	9	-3	-23	-4	-10	10	3	13	5	-13
COC(=O)C1(C)NC(c2ccc(F)cc2)C2C(=O)N(c3ccc(C)cc3)C(=O)C21 (stereo unspecified)	-2	1	3	5	-23	-1	-5	14	1	-12	-1
Cc1cccc(OCC(=O)N(Cc2ccco2)c2c(N)n(Cc3ccccc3)c(=O)[nH]c2=O)c1	-5	-12	0	17	-6	2	-4	0	0	5	-1
Cc1cccc(-c2noc(CCC(=O)Nc3ccccc3)n2)c1	.	4	0	6	25	-2	0	11	-2	1	-13
CCOC(=O)c1cc(C)sc1NC(=O)CN1CCN(C(=O)c2ccco2)CC1	-21	0	0	-5	-3	4	-9	5	-28	-3	-9
CN(C(=O)c1cc(-n2cnnc2)ccc1Cl)c1ccccc1	-2	-9	10	-40	-25	-7	-13	10	-55	-14	0
Cc1sc2ncnc(-n3nnc4ccccc43)c2c1C	-6	-14	-3	3	0	1	0	-11	-6	4	-2
COc1ccc(C2(CNS(=O)(=O)c3ccccc3)CCOCC2)cc1	5	14	-1	-33	-4	3	11	5	17	-2	-5
O=C(COC(=O)[C@H](Cc1c[nH]c2ccccc12)NC(=O)c1cccs1)NCc1ccccc1	0	-10	-4	-4	-3	-3	17	2	22	-12	-6
Brc1cnc2nc[nH]c2c1	-25	2	-6	17	-2	2	21	-22	-16	2	-11
COC(=O)c1ccc(NC(=S)NCC2CC2)cc1	-9	-22	13	-62	-11	0	-7	-33	-65	4	10
CS(=O)(=O)c1ccc(C2=C(c3ccccc3)C(=O)OC2)cc1	-4	1	-5	-21	14	-2	-4	-14	18	-1	-10
CCCCN(CC)CCNC(=O)c1cc2c(=O)[nH]c3ccccc3c2n1C	-13	8	-4	5	15	-9	-2	11	-2	-6	32
CCOC(=O)[C@@H]1[C@H]2COc3ccc(Br)cc3[C@@H]2N2C(=O)N(c3cccc(Cl)c3)C(=O)[C@]12C	-4	-1	-6	-4	-1	-3	28	-7	16	1	17
O=C(NCC(c1ccco1)N1CCc2ccccc21)c1cccc([N+](=O)[O-])c1 (stereo unspecified)	-1	-4	5	10	-10	4	-30	-4	15	7	9
COc1ccc(NC(=O)CCC(=O)c2ccc(Cl)cc2)cn1	-1	-5	-6	-8	-14	1	-8	-13	-25	-3	-16
COc1ccc2[nH]c3c(c2c1)CCN1C(=O)C(CC(=O)NCCCn2ccnc2)C[C@H](C(=O)N2CCOCC2)[C@@]31C (stereo partly specified)	3	5	-7	-38	-3	7	12	4	10	-2	1
CCOc1cc2[nH]c(=S)n(CCC(=O)N3CCc4ccccc4C3)c(=O)c2cc1OCC	-2	3	-10	-36	16	-6	13	8	-16	2	7
C[C@H](O)[C@@H]1C(=O)N2CCc3ccc(N4CCN(C)CC4)cc3[C@@H]2C[C@@H]1N(C)C(=O)Nc1cc(Cl)cc(Cl)c1	.	-6	-8	-17	11	-7	-29	5	2	6	-11
C[C@H](CO)N1C[C@H](C)[C@@H](CN(C)Cc2ccc(Oc3ccccc3)cc2)OCc2cnnn2CCCC1=O	0	-1	-3	-13	-13	1	6	-5	4	6	2
O=C(COC(=O)c1cc[n+]([O-])cc1)Nc1ccc(Cl)c(C(F)(F)F)c1	3	14	4	21	-21	7	-6	-4	-9	-11	-2
O=C(COC(=O)c1ccccc1NCCO)NNC(=O)c1cccs1	11	-20	-9	15	-1	-14	13	8	-11	6	9
CCCCNc1nc2c(S(=O)(=O)c3ccccc3)nnn2c2ccccc12	-4	-3	-2	-8	-9	-6	-9	-4	4	0	-4
COCCN(C(=O)COC(=O)c1cc2ccccc2cc1O)c1c(N)n(Cc2ccccc2)c(=O)[nH]c1=O	12	0	-2	-20	16	4	-3	-5	-9	-2	3
O=C(COc1nncc2ccccc12)NCCC1=CCCCC1	?	-8	-2	-28	2	-5	1	10	-11	2	12
Nc1nc2ccccc2n1CCOc1ccc(Cl)cc1	-1	0	-7	-1	7	-2	-27	7	7	-4	-13
Cc1ccc2c(c1)CCCN2C(=O)C1CCCO1 (stereo unspecified)	0	-3	-9	.	.	-5	-15	1	-18	2	0
CC(C)(C)NC(=O)C(OC(=O)c1cccs1)c1ccc(F)cc1 (stereo unspecified)	-22	-3	-7	10	2	-4	2	-13	11	-3	-1
CSc1nnc(-c2ccccc2Cl)o1	-5	-41	-3	-37	-17	-6	-24	-42	-29	1	5
Cc1ccc(-n2nc(-c3cccnc3)cc2C(=O)N2CCOCC2)c(C)c1	1	-12	-4	-9	7	-7	-43	5	-3	-9	6
CCOC(=O)CSc1nc(C2CC2)nc2ccccc12	0	-2	-105	-1	-14	-11	3	3	9	-4	-12
COC(=O)c1ccccc1NC(NC(=O)c1ccco1)C(=O)c1ccc(C)cc1 (stereo unspecified)	-2	-60	-3	-6	-16	0	-2	15	7	-4	0
C[C@H]1C[C@H]2[C@@H]3CCC4=CC(=O)C=C[C@]4(C)[C@@]3(Cl)[C@@H](O)C[C@]2(C)[C@@]1(O)C(=O)CO	-2	-49	-6	-18	-16	-12	-73	20	3	1	-4
CN1CCN(C(=O)c2ccccc2NS(=O)(=O)c2ccc(F)cc2)CC1	-5	-18	-14	-25	10	4	0	-2	-2	-3	7
C/C(=N/O)c1cc(C(C)(C)C)c(O)c(C(C)(C)C)c1	.	15	2	4	15	7	8	15	-4	-6	-36
Cc1ccc(Cl)cc1NC(=O)COC(=O)CCN1C(=O)C2CC=CCC2C1=O (stereo unspecified)	2	10	-14	-4	-17	6	-6	2	1	-4	-17
Cc1ccc(NC(=O)Cn2nnc(-c3ccc4c(c3)OCO4)n2)cc1F	-1	6	0	-13	-9	2	-37	10	-1	0	-8
CN(CC(=O)Nc1ccccn1)S(=O)(=O)c1ccc(Cl)cc1	-6	9	6	6	-2	-3	7	-2	-3	-9	-6
C=CCC(NCc1ccccc1)c1ccco1 (stereo unspecified)	-5	12	-2	.	.	-11	7	1	-13	-18	3
CCS(=O)(=O)n1nc(-c2ccc(C)cc2)nc1N	6	-3	-14	-8	9	-7	-2	-8	6	10	-9
CC1SC(c2ccccc2)N(CC(O)c2ccc([N+](=O)[O-])cc2)C1=O (stereo unspecified)	-5	7	7	12	15	-4	16	13	-6	11	-3
CC(=O)c1c(C)[nH]c(C(=O)Nc2cc(F)ccc2C)c1C	8	-8	-3	-29	-16	-3	-13	-9	5	-3	2
Cc1cccc(NC(=O)N2C3CCCC2CC(NC(=O)C2CC2)C3)c1 (stereo unspecified)	10	-3	-3	5	-11	-9	-3	15	-21	-4	-3
CC(=O)OC1CC2(C)C(C(C)=O)CCC2C2CCC3=CC(=O)CCC3(C)C12 (stereo unspecified)	10	-5	-10	-6	1	-12	3	11	5	-4	-11
O=C(NC1=NCCS1)c1cc(Cl)ccc1Cl	-1	6	3	16	-6	-9	2	7	6	-1	13
O=S(=O)(Nc1cccc(-c2nnco2)c1)c1ccc(F)cc1F	1	16	.	15	9	1	21	-5	14	.	-5
C[C@H](CO)N1C[C@H](C)[C@@H](CN(C)C(=O)Nc2ccccc2)Oc2c(NC(=O)Nc3ccc4c(c3)OCO4)cccc2C1=O	1	5	5	10	-10	-9	1	-10	5	-2	4
O=C1NC[C@H](CCCCN2C[C@H](Cc3ccc(O)cc3)N(CC3CCCCC3)C(=O)C2=O)N(CC2CCCCC2)C1=O	.	.	.	-2	0	-4	.	2	-12	.	-20
N#CCn1cc(/C=N/NC(=O)c2cc3c(ccc4ccccc43)o2)c2ccccc21	-4	3	-2	0	-12	6	7	8	6	15	-43
The listing continues.
SMILES	Vif imaging	SRC1 inh	TLR9-MyD88 inh	NCOA2 inhibitor	NR2F2 inh	NOD2 RIPK2 PPI	SRC3 inh	TROY signal inh	NR5A2 inv ag	EBV LMP1 NFkB	TRAIL sens C8
COc1ccc(CCNS(=O)(=O)c2ccc3c(c2)n(C)c(=O)c(=O)n3C)cc1OC	12	-5	-10	-13	-29	2	-8	-9	7	6	7
CC(C)(C)C(=O)Nc1ccc(N2CCCC2)cc1	9	-14	-1	-1	4	-3	-20	-21	-25	6	-9
Cc1ccc(CCNC(=O)C2CCN(S(=O)(=O)c3ccc4nc5c(c(C(=O)O)c4c3)CCCC5)CC2)cc1	-7	-16	9	4	8	-8	-5	-1	-16	0	-18
Cc1c(NC(=O)CSc2nncn2-c2ccccc2)c(=O)n(-c2ccccc2)n1C	-16	-20	2	-2	-3	-6	-1	13	8	2	-14
CCC(c1nnnn1C1CCCCC1)N1CCN(C2CCCC2)CC1 (stereo unspecified)	15	-7	-5	-6	-21	3	16	17	-9	6	-8
CCCCCCCCN1C(=O)[C@H](CC(=O)NCC23CC4CC(CC(C4)C2)C3)C[C@@]2(C(=O)OC)CCCCC=C12	.	.	.	5	4	-2	.	4	-22	.	18
CCN1C(=O)C2(C(C#N)=C(N)Oc3c2c(C)nn3-c2ccccc2)c2ccccc21 (stereo unspecified)	8	4	-6	.	.	-2	-1	-8	-3	-5	-9
C[C@H]1CN([C@@H](C)CO)C(=O)CCCn2nncc2CO[C@@H]1CN(C)C(=O)c1ccncc1	17	11	-10	6	6	1	2	-11	-5	1	0
